CHO parental Ca = signal in parental CHO cells, OX1R antagonist counter-screen; AID 463079; parental CHO-K1, ATP-induced calcium, Fluo-8 fluorescence; hit rate 0.63% among 330,000; inhibition, % at 5.6 µM;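 active = inhibition above that plate's mean sample inhibition plus 3 SD, cut at about 26% in these data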;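 also: 0% = ATP-challenged DMSO wells and 100% = DMSO wells without ATP; some compounds past the cut are filed as inactive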
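Test system: untransfected parental CHO cell line; also added: ATP stimulus; dosing: 5.6 µM, single dose; signal: calcium-sensitive Fluo-8 fluorescence; measure: percent inhibition of ATP-evoked calcium rise, normalized to controls; benchmarks: low control ATP plus DMSO, high control DMSO only; replication: one well per compound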
TAAR1 antag = antagonists of human TAAR1 | Q96RJ0 | CHO RD-HGA16 TAAR1, Fluo-8 calcium fluorescence, antagonist | inhibition, % at 3 µM | hit rate 1.5% among 360,000 | AID 624466;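 active = inhibition above a per-plate cutoff, the mean inhibition of test compounds on that plate plus 3 SD, cut at about 49% in these data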;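 also: 0% = DMSO plus EC80 beta-PEA response and 100% = DMSO alone without agonist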
Target sequence (Q96RJ0 whole entry, looked up): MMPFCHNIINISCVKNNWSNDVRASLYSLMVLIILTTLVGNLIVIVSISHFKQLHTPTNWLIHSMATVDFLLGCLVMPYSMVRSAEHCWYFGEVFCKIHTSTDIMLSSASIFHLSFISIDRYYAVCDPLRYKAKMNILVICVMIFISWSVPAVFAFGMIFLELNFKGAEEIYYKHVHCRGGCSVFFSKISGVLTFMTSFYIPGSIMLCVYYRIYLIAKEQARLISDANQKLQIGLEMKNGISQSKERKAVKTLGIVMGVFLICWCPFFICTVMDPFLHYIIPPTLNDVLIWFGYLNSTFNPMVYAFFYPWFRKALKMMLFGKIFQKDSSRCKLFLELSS
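Material: RD-HGA16 CHO cells with stable hTAAR1 and Gα16; Dosing: single nominal final test compound concentration of 3 µM; Schedule: seeding 17-24 h prior, 75-min 37 °C, 30-min RT dye loading; Detection: kinetic Fluo-8 calcium fluorescence measurement; Measure: % inhibition from peak post-agonist over basal fluorescence ratio; Benchmarks: vehicle and agonist controls.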
M1 antag = blocks human M1 muscarinic receptor; AID 588852; CHO-K1 hM1, Fluo-8 calcium fluorescence, ACh EC80 antagonist; inhibition, % at 3 µM; hit rate 1.3% among 360,000;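 active = percent inhibition above its own plate's cutoff, namely the mean of that plate's compound wells plus 3 SD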;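 also: peak over basal fluorescence ratio during 140 s after agonist addition; 0% = ACh EC80 plus DMSO and 100% = DMSO alone without agonist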
Target sequence (P11229 whole entry, looked up): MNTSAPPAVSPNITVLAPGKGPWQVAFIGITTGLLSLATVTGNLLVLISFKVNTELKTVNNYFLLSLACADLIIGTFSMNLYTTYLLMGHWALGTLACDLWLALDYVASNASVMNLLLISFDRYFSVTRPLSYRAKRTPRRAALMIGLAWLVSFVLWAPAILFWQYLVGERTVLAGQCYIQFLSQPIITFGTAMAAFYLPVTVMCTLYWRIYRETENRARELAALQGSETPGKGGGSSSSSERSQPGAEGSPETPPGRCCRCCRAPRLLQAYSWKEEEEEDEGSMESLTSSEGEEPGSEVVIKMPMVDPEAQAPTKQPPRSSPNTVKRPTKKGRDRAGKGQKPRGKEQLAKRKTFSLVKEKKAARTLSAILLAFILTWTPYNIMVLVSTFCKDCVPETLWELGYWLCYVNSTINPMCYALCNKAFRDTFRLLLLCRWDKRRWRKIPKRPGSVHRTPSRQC
OXTR potentiator = human OXTR potentiation; activation, % at 3 µM; hit rate 0.061% among 320,000; CHO-OTR cells, Fluo-8 calcium fluorescence, potentiator mode; 0% = oxytocin EC15, 100% = EC100;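 active = activation above that plate's cutoff, the mean activation of tested compounds plus 3 SD, cut at about 6.6% in these data, passing the limit was not always enough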;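 also: 100% uses oxytocin at 75 nM as the full agonist control; some results filed as inactive read as strong as hits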
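Replication – single well per compound, singlicate · Assay system – CHO cell line stably expressing human OTR · Timing – 6 min pre-incubation, 100 s read · Measure – normalized max/min fluorescence ratio, % activation · Doses – 3.0 µM, one dose · Detection – Fluo-8 calcium dye fluorescence · Probe or stimulus – oxytocin near EC15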
TAAR1 ag = human TAAR1 agonism; hit rate 0.99% among 360,000; activation, % at 3 µM; AID 624467; CHO RD-HGA16 TAAR1, Fluo-8 calcium fluorescence; vehicle wells 0%, saturating PEA agonist 100%;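 active = activation above the mean activation of all test compounds in the run plus 3 SD, cut at about 38% in these data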
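Signal – calcium-sensitive Fluo-8 signal, excitation 470-495, emission 515-575 nm · System – RD-HGA16 (CHO) cells co-expressing Gα16 and hTAAR1 · Incubation – 17-24 h seeding, 75 min 37 °C dye, 30 min RT · Compound dosing – 3 µM single concentration · Repeats – no replicates (n 1)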
CHRM1 agonist = agonists of human M1 muscarinic receptor; CHO-K1 hM1, Fluo-8 calcium fluorescence, agonist mode; 0% DMSO, 100% acetylcholine EC100; activation, % at 3 µM; hit rate 0.33% among 360,000; P11229;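 active = activation above the run's mean compound activation plus 3 SD, cut at about 16% in these data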;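 also: peak over basal fluorescence ratio within a 140 s kinetic read after compound addition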
V1R ag counter = activates human V1a receptor in oxytocin agonist counter-screen. CHO-V1R cells, Fluo-8 calcium fluorescence, agonist mode; 0% DMSO, 100% 3 nM vasopressin. activation, % at 3 µM. hit rate 0.25% among 320,000;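 active = activation above the mean activation of all tested compounds plus 3 SD, per screening run, cut at about 20% in these data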;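 also: signal is peak over basal fluorescence ratio across a 100 second FLIPR read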
CHRM1 PAM = potentiates human M1 receptor response to acetylcholine; activation, % at 3 µM; hit rate 0.088% among 360,000; P11229; CHO-K1 hM1, Fluo-8 calcium fluorescence, ACh EC20; 0% = ACh EC20, 100% = maximal ACh; in the data active = activation above about 19%, passing the limit was not always enough
OXTR agonist = human OXTR agonism. P30559. CHO-OTR cells, Fluo-8 calcium fluorescence; normalized: DMSO 0%, oxytocin 100%. activation, % at 3 µM. hit rate 0.32% among 320,000;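 active = activation above the mean of all tested compounds plus 3 SD, cutoff set per screening run, cut at about 20% in these data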;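 also: peak over basal fluorescence ratio from a 100 s FLIPR kinetic read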
Numbers without * were called inactive; / = no result given. Compounds were not picked by outcome. About 3.7% of those tested had a hit in this group.

SMILES	CHO parental Ca	TAAR1 antag	M1 antag	OXTR potentiator	TAAR1 ag	CHRM1 agonist	V1R ag counter	CHRM1 PAM	OXTR agonist
COc1ccc(S(=O)(=O)NCC2CCC(C(=O)NCCCN3CCCC3=O)CC2)cc1 (configuration not stated)	-6	-16	-4	0	2	-2	1.0	1	1.2
Cc1nc2ccc(NC3=NCCCCC3)cc2s1	-1	-3	-5	-13	4	-3	1.1	3	-0.4
CC(C)(C)c1ccc(C(=O)Nc2sc3c(c2C(=O)O)CCC3)cc1	-2	-1	-16	-3	0	-11	2.4	9	-1.3
COc1ccc(CNC(=O)N2CCN(S(=O)(=O)c3ccccc3F)CC2)cc1	-3	-8	-1	-4	0	-4	0.1	3	-0.3
O=C(Cn1cnc2c(cnn2-c2ccccc2)c1=O)c1ccc(Cl)cc1	-8	-1	-6	-7	0	-3	2.0	0	0.1
COc1ccc(OCc2nc3ccccc3n2C(C)C)cc1	-10	11	-11	-27	9	-8	1.6	7	-1.7
Nc1c(C(=O)C2CC2)sc2nc(-c3cccs3)cc(C(F)(F)F)c12	19	18	37	-4	14	19*	12	-9	3.4
COc1ccc(C(=O)/C(=C\c2sccc2C)c2nc3ccccc3o2)cc1	-11	/	/	-5	/	/	0.2	/	-1.7
O=C1CCCC1C(=O)Nc1ccc2ccccc2c1 (configuration not stated)	-6	-3	2	-13	5	-4	1.5	6	-0.6
Cn1c(-c2ccccc2)cnc1SCC(=O)NCc1ccco1	0	1	-12	-9	7	-2	-0.4	15	-0.5
C#CCNC(=O)C1=C[C@@H](c2ccc(Br)cc2)C[C@@H](OCCCCO)O1	-11	-5	-3	-7	1	-4	-0.1	10	-0.7
Cc1cc(C)n(-c2ccc(NC(=O)C3CCCCN3Cc3cccc4c3OCO4)cc2)n1 (configuration not stated)	/	-1	5	/	-2	-6	/	3	/
C/C(=N\NC(=O)c1cc(-c2ccc(C)s2)[nH]n1)c1ccco1	1	-15	-1	-7	5	-4	-0.3	10	-0.8
CC1(C)Cc2c(cnn2-c2ccc(F)cc2)C(NC(=O)CCc2ccncc2)C1 (configuration not stated)	/	2	-9	/	-1	-5	/	5	/
CCCN(Cc1cc2ccc(C)cc2[nH]c1=O)C(=O)c1cccnc1	-1	12	-14	-5	5	-3	0.3	0	0.0
CCN(CC)C(=O)Oc1nnc(SC(C)C)n1-c1ccc(Cl)cc1	-15	5	3	-1	0	-6	-1.3	0	-3.4
Cc1c(C(=O)NCc2ccc(F)cc2)sc(=O)n1Cc1ccccc1	/	32	-2	/	13	2	/	-1	/
N#Cc1ccccc1NC(=O)c1ccc2c(c1)OCO2	-13	-4	-7	6	-1	-2	1.1	5	0.7
CN(C)C(CNC(=O)CCc1nc2sc3c(c2c(=O)[nH]1)CCCC3)c1ccccc1 (configuration not stated)	-10	-4	0	-5	4	0	-0.5	1	1.1
CC(=O)Nc1ccccc1S(=O)(=O)CC1CC1(Cl)Cl (configuration not stated)	-7	-6	-5	-5	2	-4	-0.1	-2	-0.2
COc1ccc(N2CCN(C(=O)CCCSc3nc4ccccc4[nH]3)CC2)cc1	-27	-14	-9	-15	9	1	3.8	5	2.4
COc1ccc(O)c(/C=N/NC(=O)c2cccc(N3CCCC3=O)c2)c1	-22	10	-10	-7	5	0	0.2	4	0.5
COc1ccc2c(N)c(C(=O)NN)[nH]c2c1	-9	-14	3	-3	1	-2	0.8	-1	-0.5
Cc1ccc(CNC(=O)C2CCN(S(=O)(=O)N3CCC(C)CC3)CC2)cc1	/	-12	-9	/	4	-2	/	10	/
COc1ccc(CCNC(=O)COC(=O)c2ccc(C)s2)cc1	1	-19	-9	-6	-1	-8	-0.1	8	-2.2
Remaining list, next part.
SMILES	CHO parental Ca	TAAR1 antag	M1 antag	OXTR potentiator	TAAR1 ag	CHRM1 agonist	V1R ag counter	CHRM1 PAM	OXTR agonist
Nc1ncncc1-c1ccc2ccccc2c1	6	-9	-5	-21	1	-8	2.3	1	1.9
O=[N+]([O-])c1cccc(COc2ccc(CN3CCCC3)cc2)c1	/	-7	59*	/	3	-8	/	-30	/
COc1ccc(S(=O)(=O)NCc2cccnc2)cc1C(=O)N1CCCCC1	-3	-8	-5	4	4	-3	-0.7	3	0.1
Cc1nn(Cc2ccccc2)c2c1C(c1ccccc1)C(C#N)=C(N)O2 (configuration not stated)	-1	-13	-2	-12	3	-5	-0.3	4	1.0
CN(C(=O)c1ccccc1OCc1ccc(F)cc1)c1c(N)n(Cc2ccccc2)c(=O)[nH]c1=O	/	-51	-24	/	3	-2	/	11	/
CC(NC(=O)c1ccco1)C(=O)O (configuration not stated)	-6	-16	-3	1	24	-2	-0.1	11	0.5
CCOc1ccccc1NC(=O)c1cc2ccccc2o1	/	-19	-9	/	-2	-4	/	0	/
O=C(Cn1cnc2ccccc2c1=O)c1ccc2c(c1)OCCO2	-5	2	-7	-5	30	-2	0.7	6	1.0
O=C(c1ccc(N2C(=O)c3ccccc3C2=O)cc1)N1CCN(S(=O)(=O)c2ccccc2F)CC1	/	19	-6	/	1	-4	/	0	/
CCN1CCN(c2cc(C)c3cc(NC(=S)NCc4cccs4)ccc3n2)CC1	-9	-20	22	1	5	-7	3.4	-11	6.6
CCc1cc(Cn2nc(-c3ccccc3)cc2C(=O)O)on1	2	1	-4	-1	18	-4	1.2	5	0.2
O=C(NNC1=Nc2ccccc2SC1)c1ccc(F)cc1	-14	9	0	-13	4	-1	0.8	-1	-1.1
O=C(CSc1ccc(-c2ccco2)nn1)c1ccc(F)cc1	-15	-16	12	3	2	-6	-0.6	0	-1.9
C=CCn1c(NC(=O)CC)c(C(=O)OCC)sc1=S	0	-19	-7	-11	5	-4	-0.4	7	-0.6
Cc1cccc([C@@H]2[C@@H]3C(=O)N(Cc4ccccc4)C(=O)[C@@H]3[C@]3(Cc4ccccc4)C(=O)N(c4ccccc4)C(=O)N23)c1	-19	-16	16	-5	15	0	2.1	-3	7.0
COc1ccccc1/C=N\N=C(\N)c1ccccn1	-5	4	-11	3	-1	-9	-1.4	13	-1.9
CC(Sc1nc2ccccc2[nH]1)C(=O)Nc1ccc2c(c1)OCCO2 (configuration not stated)	-18	18	-2	-15	18	2	6.6	3	5.0
Cc1noc(C)c1COc1ccc(C(=O)NCCOc2ccccc2)cc1	-10	-4	2	-6	4	-3	2.1	5	0.1
O=C(CC(c1ccc(F)cc1)c1ccco1)N1CCCC1 (configuration not stated)	-17	-5	-15	-8	12	0	-0.9	14	-0.2
Cc1cccc(NC(=O)CSc2nnc(Cn3cnc4ccccc43)o2)c1	-5	1	12	-5	0	-3	3.9	-7	4.6
COc1ccc2c(c1)CC/C(=C\c1ccc(OC)c(Cn3nc(C)cc3C)c1)C2=O	-22	23	7	-21	44*	0	9.9	-5	36*
CCCC(=O)NC(c1ccco1)c1cc(Cl)c2cccnc2c1O (configuration not stated)	-17	11	-5	-23	11	-3	-0.1	1	-0.5
COc1ccc(C)cc1CN1C(=O)c2ccccc2C1=O	-25	-22	-9	-6	5	-8	-0.1	4	-1.9
COc1ccc(S(=O)(=O)N2CCN(C(=O)CC(C)C)CC2)cc1	0	1	-2	-1	0	-1	7.4	2	-0.6
CC(C)CCN1CCN(Cc2cccn2-c2ccc(Cl)cn2)CC1CCO (configuration not stated)	-22	-7	-3	-2	0	-13	2.0	4	-1.1

In the list so far, these contain a COOH group:
SMILES	CHO parental Ca	TAAR1 antag	M1 antag	OXTR potentiator	TAAR1 ag	CHRM1 agonist	V1R ag counter	CHRM1 PAM	OXTR agonist
CC(C)(C)c1ccc(C(=O)Nc2sc3c(c2C(=O)O)CCC3)cc1	-2	-1	-16	-3	0	-11	2.4	9	-1.3
CC(NC(=O)c1ccco1)C(=O)O (configuration not stated)	-6	-16	-3	1	24	-2	-0.1	11	0.5
CCc1cc(Cn2nc(-c3ccccc3)cc2C(=O)O)on1	2	1	-4	-1	18	-4	1.2	5	0.2

Remaining list, next part:
SMILES	CHO parental Ca	TAAR1 antag	M1 antag	OXTR potentiator	TAAR1 ag	CHRM1 agonist	V1R ag counter	CHRM1 PAM	OXTR agonist
Nc1ccc(-c2nc3ccccc3s2)cn1	4	-21	4	-5	1	-4	-0.4	4	-0.4
CCN(CC)c1ccc(NC(=O)CN2CCN(CC(=O)Nc3ccc(F)cc3)CC2)cc1	-22	-3	-5	-12	5	-5	1.6	2	0.9
Cc1ccc2nc(C)c(C)nc2c1N	-10	8	-12	-2	7	-5	0.8	8	0.0
COC(=O)c1[nH]c2ccccc2c1NC(=O)CN1CCN(Cc2ccc3c(c2)OCO3)CC1	-4	5	0	-6	3	-5	0.4	3	3.4
Cc1ccc(S(=O)(=O)CCC(=O)OCn2nnc3ccccc3c2=O)cc1	-4	-18	-8	-12	2	-7	0.4	4	-0.9
COc1cc(/C=C(/C#N)c2nc3ccccc3[nH]2)ccc1OC(=O)c1ccco1	-14	42	-3	-16	15	0	2.7	-9	2.2
CC(SCc1cn2cc(Cl)ccc2n1)C(=O)O (configuration not stated)	-3	-12	-6	-6	0	-3	0.3	9	-0.3
N#Cc1ccc(Sc2nc3ccccc3[nH]2)cc1C#N	-17	-8	-2	-10	9	-3	2.3	2	0.9
CN(C)S(=O)(=O)c1ccc(C(=O)NCC(=O)N/N=C/c2ccccc2Cl)cc1	-7	-1	-5	-14	18	-3	5.1	-12	3.4
CCCCNC(=O)[C@@H]1CC=C[C@@H]2CCN(C3CC3)C(=O)[C@@H]21	6	12	4	-4	2	-4	0.5	0	-0.5
O=S(=O)(c1cccc(C(F)(F)F)c1)N1CCN(S(=O)(=O)c2ccc3c(c2)OCCO3)CC1	-4	/	-12	-4	/	-1	-0.1	6	-1.7
CC(C)(Oc1ccc(Cl)cc1)C(=O)N1CCN(C(=O)c2ccco2)CC1	9	-1	-3	-16	6	-4	1.1	3	0.3
O=C1NC2(CCCCCC2)C(=O)N1Cc1ccccc1F	-4	-30	-5	-12	3	-5	-0.1	7	-0.2
CCC(Oc1ccccc1)C(=O)Nc1ccsc1C(=O)OC (configuration not stated)	-28	23	-6	-6	1	-7	-1.8	-5	-1.4
O=C(CN(C(=O)c1csnn1)c1ccc(Br)cc1)NC1CCCC1	-7	-21	-9	-12	4	-4	-0.1	8	-0.3
O=C(O)CCC(=O)N1N=C(c2ccco2)CC1c1ccco1 (configuration not stated)	-7	-16	-11	-10	1	7	0.7	23	3.1
Cc1ccccc1-n1c2nc(=O)n(C)c(=O)c-2cc2ccccc21	-16	-6	-15	-1	-1	-2	0.0	8	0.1
Cc1c(Cc2ccccc2)sc(/N=C/c2ccc3ccccc3c2)c1C(N)=O	-10	/	-9	-1	/	-5	1.1	6	0.7

High-throughput results from PubChem BioAssay.
